CAL PDZ FP-1 = inhibitors of human CAL PDZ peptide binding | Q9HD26 | purified CAL PDZ, TMR-peptide fluorescence polarization, 1 h | inhibition, % at 24.9 µM | actives 0.92% (n = 300,000) | AID 602252;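 active means mean inhibition of at least 30% with at least half of replicates also reaching 30%; inconclusive means no clear call, values can overlap the other calls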;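 further: 0% = DMSO neutral control and 100% = excess unlabeled competitor peptide PRC23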
CAL PDZ FP-2 = blocks peptide binding to human CAL PDZ domain; Q9HD26; purified CAL PDZ, TMR-peptide fluorescence polarization, 1 h; inhibition, % at 20 µM; actives 0.02% (n = 330,000); AID 504414;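 active means highest replicate inhibition of at least 40%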;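 further: plate controls were DMSO neutral control wells for no effect and unlabeled competitor peptide control wells for full effect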
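Test system: purified CerCALP PDZ construct; Compound dosing: one concentration, 20 µM compound; Also added: TMR-labelled reporter peptide T*-PRC34 bound in PDZ groove; Read-out: inhibition from polarization loss; Controls: unlabelled peptide and DMSO controls; Signal: FP readout, S and P plane fluorescence; Incubation: 1 h at RT.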
MITF act = increases MITF-driven TRPM1 promoter luciferase signal | actives 0.75% (n = 300,000) | SK-MEL-5 TRPM1-promoter luciferase, 24 h; % of positive control, neutral wells = 0 | activation, % at 12.5 µM | AID 588334;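 active means mean activation of at least 80% with every replicate also reaching 80%; inconclusive means mean reaches 80% but some replicate falls short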;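 further: 0% = neutral control wells and 100% = parthenolide positive control wells; values of inactives mirror those of a sister screen read the other way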
PvdQ acylase = blocks Pseudomonas aeruginosa PvdQ acylase activity; purified PvdQ acylase, fluorescence plate reader; inhibition, % at 10 µM; actives 0.063% (n = 340,000); AID 488965; in the data active means inhibition above about 30%, passing the limit was not always enough; inconclusive means no clear call, values can overlap the other calls;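 further: 0% = vehicle neutral wells and 100% = reference inhibitor wells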
NSD2 HMT inh = blocks human histone methyltransferase NSD2; AID 743445; actives 0.54% (n = 310,000); NSD2 peptide methylation, AlphaScreen, 120 min; inhibition, % at 12.5 µM; O96028; in the data active means inhibition above about 50%
Target sequence (O96028 whole entry, looked up): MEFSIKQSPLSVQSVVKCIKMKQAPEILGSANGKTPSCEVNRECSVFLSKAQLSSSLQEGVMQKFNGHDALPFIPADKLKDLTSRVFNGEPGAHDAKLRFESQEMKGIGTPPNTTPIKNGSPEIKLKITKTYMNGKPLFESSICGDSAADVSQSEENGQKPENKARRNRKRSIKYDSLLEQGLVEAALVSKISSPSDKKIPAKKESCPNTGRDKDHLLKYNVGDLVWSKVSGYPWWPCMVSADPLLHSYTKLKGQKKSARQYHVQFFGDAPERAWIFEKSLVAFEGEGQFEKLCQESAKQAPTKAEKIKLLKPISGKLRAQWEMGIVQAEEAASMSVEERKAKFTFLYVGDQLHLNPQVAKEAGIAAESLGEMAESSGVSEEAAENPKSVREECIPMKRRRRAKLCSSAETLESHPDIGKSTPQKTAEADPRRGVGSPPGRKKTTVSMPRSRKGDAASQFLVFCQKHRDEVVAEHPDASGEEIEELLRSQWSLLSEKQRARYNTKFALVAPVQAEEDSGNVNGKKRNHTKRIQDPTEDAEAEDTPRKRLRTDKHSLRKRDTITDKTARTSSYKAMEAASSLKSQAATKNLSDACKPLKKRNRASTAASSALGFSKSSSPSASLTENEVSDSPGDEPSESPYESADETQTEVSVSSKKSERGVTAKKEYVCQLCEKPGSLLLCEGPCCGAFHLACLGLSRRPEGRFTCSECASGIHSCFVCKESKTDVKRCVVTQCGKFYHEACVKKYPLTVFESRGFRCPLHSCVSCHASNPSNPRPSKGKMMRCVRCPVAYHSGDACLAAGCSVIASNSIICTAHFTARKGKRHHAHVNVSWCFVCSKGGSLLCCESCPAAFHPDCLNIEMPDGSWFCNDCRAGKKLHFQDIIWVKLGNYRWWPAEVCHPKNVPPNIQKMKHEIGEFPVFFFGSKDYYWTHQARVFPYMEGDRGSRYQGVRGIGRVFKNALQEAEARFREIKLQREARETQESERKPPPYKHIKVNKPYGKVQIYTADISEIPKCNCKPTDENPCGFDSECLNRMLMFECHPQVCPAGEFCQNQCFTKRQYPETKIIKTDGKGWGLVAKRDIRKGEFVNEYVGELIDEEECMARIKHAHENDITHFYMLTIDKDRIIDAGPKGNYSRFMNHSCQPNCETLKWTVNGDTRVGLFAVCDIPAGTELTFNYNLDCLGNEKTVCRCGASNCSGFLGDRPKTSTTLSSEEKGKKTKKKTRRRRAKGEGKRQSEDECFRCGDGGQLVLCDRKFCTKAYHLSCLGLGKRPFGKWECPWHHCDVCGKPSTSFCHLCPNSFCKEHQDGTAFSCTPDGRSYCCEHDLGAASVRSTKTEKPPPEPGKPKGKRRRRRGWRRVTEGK
dFosB act = activators of mouse delta FosB homodimer | P13346 | activation, % at 25 µM | AID 493131 | purified delta FosB, TAMRA-CDK5 oligo fluorescence polarization; percent of positive-control signal above neutral wells | actives 0.99% (n = 340,000);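 active means mean activation above about 17%, with every replicate also reaching it, limit read from the data, passing the limit was not always enough; inconclusive means only one of the two conditions met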;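 further: fluorescence polarization rise as delta FosB binds a TAMRA Cdk5 AP-1 oligo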
PfHsp90 set2 = reduces growth (ATP signal) of yeast expressing P. falciparum Hsp90. S. cerevisiae expressing PfHsp90, BacTiter-Glo ATP, 48 h; yeast lacking PDR1 and PDR3 efflux regulators. inhibition, % at 9.4 µM. actives 0.32% (n = 310,000). AID 504621;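 active means every replicate shows inhibition above about 80%, whatever the replicate mean, limit read from the data; inconclusive means mean inhibition reaches the set limit but some replicate falls short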;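 further: 0% = DMSO neutral controls and 100% = 20 µM radicicol positive controls; yeast relying on Plasmodium falciparum Hsp90 in place of its own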
Rtt109 HAT inh = inhibitors of Candida albicans Rtt109/Vps75 histone acetyltransferase; actives 0.16% (n = 330,000); Q5AAJ8; purified Rtt109/Vps75, ThioGlo CoA-SH fluorescence, 4 h; AID 540336; inhibition, % at 34.9 µM;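 active means inhibition of at least 50% in every replicate; inconclusive means best replicate reaches 50% inhibition but some replicates fall short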
SR-BI DiI-HDL act = activators of SR-BI mediated HDL lipid uptake | CHO ldlA[mSR-BI] cells, DiI-HDL uptake fluorescence, 3 h; 100 = double the neutral-control signal | activation, % at 12.5 µM | actives 0.096% (n = 320,000) | AID 504775;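 active means mean replicate activation of at least 60% and every replicate at or above 60%; inconclusive means mean or all-replicate condition met, but not both; inactive means mean below 60% and not all replicates reaching 60%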;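 further: 0% = median plate neutral-control signal and 100% = twice that signal; values of inactives mirror those of a sister screen read the other way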
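system = CHO ldlA[mSR-BI] cells, LDL receptor-null, SR-BI overexpressing | medium = Ham's F12 with 0.5% BSA, HEPES 25 mM, pH 7.4 | probe or stimulus = DiI-HDL 10 µg/mL | compound dosing = single-point compound dose | incubation = compound exposure 3 h, 37 °C | technique = DiI fluorescence, bottom read | read-out = cell-associated DiI fluorescence as measure of HDL uptake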
SR-BI DiI inh = blocks mouse SR-BI lipid uptake from DiI-HDL; ldlA[mSR-BI] CHO cells, DiI-HDL uptake fluorescence, 3 h; actives 0.96% (n = 320,000); inhibition, % at 12.5 µM;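 active means mean replicate inhibition of at least 70% and a set share of replicates each scoring 70 or more; inconclusive means meets just one of the two criteria; inactive means fails both criteria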;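 further: 0% = median of neutral control wells and 100% = median of positive control wells; values of inactives mirror those of a sister screen read the other way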
The depositor's hits bear a star; ? = inconclusive; . = no result given.

entry	CAL PDZ FP-1	CAL PDZ FP-2	MITF act	PvdQ acylase	NSD2 HMT inh	dFosB act	PfHsp90 set2	mol	Rtt109 HAT inh	SR-BI DiI-HDL act	SR-BI DiI inh
1	-4	-1.6	6	8	0	-4	0	COc1ccc(C(=O)NC(C)c2ccc(-n3ccnc3)cc2)cc1S(=O)(=O)N1CCOCC1 (stereo unspecified)	2	-6	6
2	-4	-0.4	2	-10	-1	8	8	COc1cc(OC)c(N(C)S(=O)(=O)c2cccc(C(=O)Nc3nccs3)c2)cc1Cl	0	-42	42
3	-1	-2.8	-2	-2	.	0	17	Cc1sc2ncnc(OCC(=O)NC3CCS(=O)(=O)C3)c2c1C (stereo unspecified)	-2	.	.
4	-2	0.0	-2	-10	-4	-6	-3	CCCn1ncc(CN2CCC(n3nccc3NC(=O)c3ccccc3OC)CC2)c1C	-8	-1	1
5	13	-0.2	.	-4	17	-6	-3	CCOC(=O)c1cc(C)nc(N2CCCCC2)c1C#N	-2	-15	15
6	-2	.	0	-14	-3	7	-2	O=C(O)CCCSCC(=O)Nc1ccccc1	0	28	-28
7	.	-0.2	.	-14	.	-5	-6	COc1ccc(OC)c(C2C(C(=O)c3ccccc3)=C(C)Nc3nc4ccccc4n32)c1 (stereo unspecified)	-2	1	-1
8	3	.	-2	5	-12	-2	.	COc1ccc(NC(=O)C23CC4CC(C2)CC(n2cnc(Br)n2)(C4)C3)c(C)c1	-4	-17	17
9	-6	-3.5	-5	-20	5	-6	11	O=C(c1cc2cc(F)ccc2[nH]1)N(Cc1cccnc1)CC1CCCN(C2CCCCC2)C1 (stereo unspecified)	1	53	-54
10	-4	0.2	11	-11	-2	7	-4	CC(=O)N1CCC(N(CCN2CCOCC2)C(=S)Nc2ccccc2C)CC1	4	17	-17
11	.	-1.0	-7	-17	1	4	-5	Cc1ccc(C2SCC(=O)N2c2ccccc2)cc1 (stereo unspecified)	0	7	-7
12	.	-0.1	10	-8	-2	-1	.	O=C1C=CC(=Nc2ccc3c(c2)Cc2ccccc2-3)O1	-5	4	-4
13	-4	.	.	-17	-2	2	.	Cc1ccc2c(c1)N(CC(=O)NCc1cccnc1)C(=O)CO2	7	41	-41
14	-2	0.6	-2	3	2	-2	-22	CCCCC1CC1C(=O)Nc1ccc(OC)c(OC)c1 (stereo unspecified)	7	-8	8
15	.	0.0	91*	-13	-1	7	.	CCCCSc1nsc(NC(C)=O)n1	-11	-1	1
16	-3	-0.9	4	-8	-1	-4	5	CCOC(=O)c1c(NC(=O)C2C3C=CC(C3)C2(C)C(=O)O)sc2c1CCCC2 (stereo unspecified)	7	?	-61
17	-3	-0.1	0	-13	2	2	11	O=C(NCCC1=CCCCC1)c1ccc(-n2cncn2)c([N+](=O)[O-])c1	.	-2	2
18	-5	-0.5	-19	-6	-2	-16	10	O=C(CCc1nnc(-c2ccc(-c3ccccc3)cc2)o1)NCCc1ccccn1	-2	-3	3
19	.	-1.2	6	-7	0	0	2	Cc1ccc(OCC(=O)N(Cc2ccco2)C2CCS(=O)(=O)C2)cc1 (stereo unspecified)	-9	11	-11
20	-2	-1.5	0	-12	1	-1	12	Cc1cc(C(=O)CN2C(=O)CCC2=O)c(C)n1Cc1ccccc1	5	-4	4
21	-2	0.8	-1	-11	3	-2	1	CCC(Sc1nc(C)cc(C)n1)C(=O)O (stereo unspecified)	-3	-4	4
22	1	-0.1	-2	-4	.	-16	3	CCCCN1CC(COCc2ccccc2)Oc2cccc(NCc3ccc(OC)cc3)c2S1(=O)=O (stereo unspecified)	0	-14	14
23	.	-1.6	5	-10	.	6	5	CCOc1ccc(/C=C/C2=Cc3c(sc(NC(=O)CSc4n[nH]c(N)n4)c3C#N)C(C)(C)C2)cc1	16	-34	34
24	-9	-5.8	.	-9	0	-2	18	CC(=O)c1ccc(OCCCC(=O)OCc2nnc(-c3ccc(Cl)cc3)o2)cc1	-6	13	-13
25	-6	0.1	.	-5	-2	2	1	O=[n+]1c2c(n([O-])c3c1CCC3)CCCC2	6	13	-13

Sorted by formula weight (falling): 4 of the compounds above.
entry	CAL PDZ FP-1	CAL PDZ FP-2	MITF act	PvdQ acylase	NSD2 HMT inh	dFosB act	PfHsp90 set2	mol	Rtt109 HAT inh	SR-BI DiI-HDL act	SR-BI DiI inh
1	-4	-1.6	6	8	0	-4	0	COc1ccc(C(=O)NC(C)c2ccc(-n3ccnc3)cc2)cc1S(=O)(=O)N1CCOCC1 (stereo unspecified)	2	-6	6
14	-2	0.6	-2	3	2	-2	-22	CCCCC1CC1C(=O)Nc1ccc(OC)c(OC)c1 (stereo unspecified)	7	-8	8
11	.	-1.0	-7	-17	1	4	-5	Cc1ccc(C2SCC(=O)N2c2ccccc2)cc1 (stereo unspecified)	0	7	-7
21	-2	0.8	-1	-11	3	-2	1	CCC(Sc1nc(C)cc(C)n1)C(=O)O (stereo unspecified)	-3	-4	4

Quoted from above: entries 24–25
entry	CAL PDZ FP-1	CAL PDZ FP-2	MITF act	PvdQ acylase	NSD2 HMT inh	dFosB act	PfHsp90 set2	mol	Rtt109 HAT inh	SR-BI DiI-HDL act	SR-BI DiI inh
24	-9	-5.8	.	-9	0	-2	18	CC(=O)c1ccc(OCCCC(=O)OCc2nnc(-c3ccc(Cl)cc3)o2)cc1	-6	13	-13
25	-6	0.1	.	-5	-2	2	1	O=[n+]1c2c(n([O-])c3c1CCC3)CCCC2	6	13	-13

(continued)
entry	CAL PDZ FP-1	CAL PDZ FP-2	MITF act	PvdQ acylase	NSD2 HMT inh	dFosB act	PfHsp90 set2	mol	Rtt109 HAT inh	SR-BI DiI-HDL act	SR-BI DiI inh
26	3	-0.8	.	-7	0	0	4	COc1ccc(C(CNc2ccc(C(F)(F)F)cn2)N(C)C)cc1OC (stereo unspecified)	7	.	.
27	.	0.3	.	0	.	-2	-20	CCOC(=O)c1ccc(NC2c3ccccc3C(=O)N2c2ccc(C)cn2)cc1 (stereo unspecified)	9	-5	5
28	1	-0.4	1	-11	17	6	9	Cc1cc([N+](=O)[O-])ccc1N=Nc1c(N)[nH]n(-c2ccccc2)c1=O	.	5	-5
29	-1	-1.3	-9	-16	-1	-2	-14	O=C1c2ccc(Oc3ccc([N+](=O)[O-])cc3)cc2C(=O)N1CCO	-2	4	-4
30	-3	-1.3	6	3	0	4	2	O=C1c2ccncc2C(=O)N1CO	6	3	-3
31	.	-0.2	4	1	-1	-6	-9	CCCCC(=O)Nc1ccc2c3c(cccc13)C(=O)N2CC	15	8	-8
32	-1	-8.6	-4	-5	0	-12	-42	S=C(NCc1ccc2c(c1)OCO2)NCc1ccc2c(c1)OCO2	-1	0	0
33	-3	.	-5	-6	0	5	-43	COc1cc(C(=O)N/N=C(\C)c2ccc3c(c2)OCO3)cc(OC)c1OC	3	-3	3
34	-1	0.1	0	-5	.	-10	-6	O=C(Cn1cc(COc2c(F)c(F)c(Br)c(F)c2F)nn1)c1ccc(O)cc1	3	-12	12
35	-2	-1.4	1	-5	3	1	8	Cc1ccc(-c2nc3ncccn3c2Nc2ccccc2C)o1	.	-45	45
36	1	-1.9	2	15	3	0	3	COC(=O)c1ccc(/C=N\n2c(C)nnc2C)cc1	5	-5	5
37	-2	-0.7	.	-11	3	2	-23	Cc1[nH]n(-c2cccc(Cl)c2)c(=O)c1-c1ccccc1	-2	5	-5
38	1	-0.3	-4	-7	.	-1	-4	CC(C)(C)OC(=O)[C@H](Cc1ccccc1)NC(=O)c1nc[nH]c1C(=O)NCC(=O)OCc1ccccc1	0	-4	4
39	9	-1.0	0	4	5	-7	-18	CSc1ccc(C(=S)N2CCN(Cc3ccccc3)CC2)cc1	-4	-22	22
40	0	-2.5	-7	19	-2	2	-15	COc1ccccc1C(=O)NCc1ccc(-c2nc3ccccc3s2)cc1	-20	43	-43
41	-4	0.0	6	1	-1	-12	-18	COC(=O)c1ccc(NC(=O)COC(=O)COc2cccc3c2OC(C)(C)C3)cc1	9	-3	3
42	2	-1.2	42	-15	0	0	20	COc1cccc(NC(=O)c2ccc(-n3cnnn3)cc2)c1	7	-22	22
43	-6	-3.0	8	5	1	-3	.	Cc1ccc(OCC(=O)NNC(=O)c2ccccc2OCc2c(C)noc2C)cc1	-1	-3	3
44	-2	-1.4	-3	8	-1	-3	.	CCn1c(CNC(=O)c2ccco2)nnc1SCC(=O)c1ccc(OC)cc1	11	-6	6
45	13	-0.6	2	-14	1	0	-2	COc1ccc(OCCCn2cc(/C=C3/C(=N)N4C=C(C)SC4=NC3=O)c3ccccc32)cc1	-11	-47	47
46	.	-0.6	-1	-7	.	-5	-2	COc1ccccc1-c1c(C)nn2c(NCCN3CCCC3)cc(C)nc12	-7	14	-14
47	-3	0.5	.	-23	-1	-6	.	c1cn(C23CC4CC(CC(C4)C2)C3)cn1	-3	12	-12
48	-2	-1.6	0	-8	-3	-4	-15	Cc1ccc(C(=O)CC(=O)COc2ccc(Cl)cc2C)cc1	0	11	-11
49	-1	-1.6	1	-20	-3	-3	-17	COc1ccc(-c2nc3ccccc3c(=O)n2CCOc2ccccc2C)cc1	-2	-42	42
